EPAC1 antagonist = EPAC1 (human) antagonism | O95398 | EPAC1 GEF assay, Rap1b-BODIPY-GDP exchange fluorescence | Potency, µM (doses to about 115 µM), for inactives: top-dose activity change, negative = inhibition, usual class: inhibitors | 360,000 tested, 0.14% active | AID 720709;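 note: potency is the fitted concentration of half-maximal effect; plate controls were vehicle for no effect and positive control for full effect; nearly all actives have a fitted effect of over 50% in size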
PLK1 PBD block = blocks phosphopeptide binding to human PLK1 polo-box domain; P53350; Plk1 PBD binding of FITC phosphopeptide, fluorescence polarization; Potency, µM, for inactives: max response, negative = inhibition, hits mostly inhibitors; 360,000 tested, 2.8% active; AID 720504; note: potency is the fitted concentration of half-maximal effect; series mostly up to about 57 µM; % is set by controls: 0 for no effect and ±100 for the full control effect; nearly all actives have a fitted effect of over 65% in size
PI5P4K alpha inh = blocks human PI5P4K alpha kinase activity; PI5P4Kalpha enzyme, ADP-Glo luminescence, 60 min; stronger effect = lower value; max response, %; 330,000 tested, 1.2% active; AID 652105; active = max response of -50% or lower; inconclusive = between -30% and -50%; inactive = -30% or higher; note: value at the top dose of about 77 µM; % is set by controls: 0 for no effect and ±100 for the full control effect
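Quantitative HTS of the MLSMR library against PI5P4Kalpha with substrate. ATP added last at 5 microM final; room temperature, 60 minutes. Remaining ATP depleted, ADP converted and read as luminescence.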
GLP1R ag = agonists of human GLP-1 receptor. P43220. HEK293 GLP-1R CRE-luciferase, luminescence, 4-6 h; cells express a hypersensitive GLP-1R form. Potency, µM (doses to about 45.6 µM), for inactives: at the top dose activation, hits mostly activators. 380,000 tested, 0.007% active; note: potency is the fitted concentration of half-maximal effect; % of control where 0% means no effect
Target sequence (P43220 whole entry, looked up): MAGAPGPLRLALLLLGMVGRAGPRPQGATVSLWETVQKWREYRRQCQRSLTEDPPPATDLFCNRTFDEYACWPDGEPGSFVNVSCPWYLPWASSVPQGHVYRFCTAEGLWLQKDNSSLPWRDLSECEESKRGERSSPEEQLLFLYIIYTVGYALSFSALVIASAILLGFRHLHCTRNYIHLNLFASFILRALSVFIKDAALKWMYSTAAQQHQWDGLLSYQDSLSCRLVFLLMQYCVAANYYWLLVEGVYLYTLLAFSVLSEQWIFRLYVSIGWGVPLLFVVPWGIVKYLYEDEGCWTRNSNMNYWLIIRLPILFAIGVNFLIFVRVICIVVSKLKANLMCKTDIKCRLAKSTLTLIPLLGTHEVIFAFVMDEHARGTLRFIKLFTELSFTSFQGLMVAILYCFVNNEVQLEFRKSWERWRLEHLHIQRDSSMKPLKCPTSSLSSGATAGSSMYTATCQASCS
GLP1R inv ag = acts as inverse agonist at human GLP-1 receptor; HEK293 GLP-1R CRE-luciferase, luminescence, 24 h; GLP-1R form is constitutively active; Potency, µM (doses to about 38.3 µM), without a hit: at the top dose activity change, negative = inhibition, usual class: inhibitors; 410,000 tested, 1.6% active; AID 624417; P43220; note: potency is the fitted concentration of half-maximal effect; % is set by controls: 0 for no effect and ±100 for the full control effect; nearly all actives have a fitted effect of over 55% in size
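Luminescence readout: a drop in cAMP-driven luciferase signal flags inverse agonism at a constitutively active GLP-1R stably expressed in HEK293. Compound exposure lasted 24 hr at 37 deg C, 5% CO2.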
EPAC1 agonist = EPAC1 (human) agonism. EPAC1 agonist qHTS, biochemical assay; response scale: 100% = response to 6.5 mM cAMP. O95398. 360,000 tested, 0.073% active. Potency, µM (titrated, usually from 154 µM), inactives show top-dose activation, most hits filed as activators; note: potency is the fitted concentration of half-maximal effect; nearly all actives have a fitted effect of over 60% in size
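Multi-concentration qHTS readout: loss of Rap1B-bound BODIPY-GDP fluorescence driven by 100 nM EPAC1 with excess GDP (50 uM), monitored kinetically at room temperature; agonist response expressed relative to 6.5 mM cAMP.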
PTHR1 ag = PTHR1 (human) receptor agonism. Q03431. HEK293 GP2 PTHR1 cells, GloSensor cAMP luminescence, 1 h. Potency, µM (series often up to 115 µM), inactives show at the top dose activation, usual class: activators. 410,000 tested, 0.075% active. AID 743266; note: potency is the fitted concentration of half-maximal effect; nearly all actives have a fitted effect of over 55% in size; some results filed as inactive show a strong effect at the top dose; inactives centre near -15; many of its hits are not listed in these tables
Target sequence (Q03431 whole entry, looked up): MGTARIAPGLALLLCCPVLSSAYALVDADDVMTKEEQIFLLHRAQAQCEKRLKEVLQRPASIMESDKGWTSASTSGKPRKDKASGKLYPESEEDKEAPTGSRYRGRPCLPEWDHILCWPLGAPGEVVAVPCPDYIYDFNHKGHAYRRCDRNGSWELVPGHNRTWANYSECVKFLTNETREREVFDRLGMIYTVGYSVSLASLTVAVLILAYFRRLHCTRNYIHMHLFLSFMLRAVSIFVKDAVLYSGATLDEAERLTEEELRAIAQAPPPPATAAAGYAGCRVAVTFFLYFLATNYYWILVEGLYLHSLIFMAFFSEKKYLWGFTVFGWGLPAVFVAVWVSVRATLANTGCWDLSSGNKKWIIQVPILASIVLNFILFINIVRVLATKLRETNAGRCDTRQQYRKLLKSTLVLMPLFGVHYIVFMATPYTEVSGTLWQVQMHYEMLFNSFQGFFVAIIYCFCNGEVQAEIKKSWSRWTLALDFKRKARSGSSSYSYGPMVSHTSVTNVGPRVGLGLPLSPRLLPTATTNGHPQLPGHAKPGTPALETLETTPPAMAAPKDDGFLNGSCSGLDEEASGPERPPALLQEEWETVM
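HEK-293-derived GP2 cells expressing PTHR1 and a GloSensor cAMP reporter, 3,000/well, plated overnight, given luciferin plus IBMX (each 0.5 mM as added) for 1 h at 37 °C, then compound for 1 h at 37 °C. Luminescence was read after 15 min at room temperature.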
GLP1R cytotox = cytotoxicity in counter-screen for GLP-1R inverse agonists. HEK293 cAMP-luciferase reporter cells, luminescence, 24 h. 410,000 tested, 0.13% active. Potency, µM (top dose mostly 38.3 µM), for the others: top-dose activity change, negative = inhibition, hits mostly inhibitors;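 note: loss of luciferase light is scored as toxicity; potency is the fitted concentration of half-maximal effect; % is set by controls: 0 for no effect and ±100 for the full control effect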
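Compound-treated cells are incubated 24 hr at 37 deg C under 5% CO2 after a 12 hour attachment period, then luciferase detection reagent is added and luminescence is measured following 12 min at room temperature; lowered signal indicates toxicity.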
IL-2 act = IL-2 activation; IL-2 activation reporter assay, cell-based qHTS; stimulated with anti-CD3/CD4/CD28 beads; in transgenic mouse T cells; activation, % (series mostly up to about 46 µM); 360,000 tested, 0.065% active; AID 652025; in the data active = activation above about 50%; inconclusive = mostly about 30% to 49%; note: 0% is about no effect
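Readout: EGFP and DsRed signals by fluorescent plate cytometry. Unstimulated transgenic mouse T cells received compound 60 min before antibody-bead stimulation, then incubated 18 h at 37 degrees C.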
Starred values were filed as active, the others as inactive; i = inactive; u = inconclusive; x = no result given; [ ] = dose if it differs, or a comment. Unless noted, calls come from the whole dose curve; as a rule, active = well fitted curve in the direction sought with a large enough effect; inconclusive = small, poorly fitted or top-dose-only effect, or another doubt; inactive = no such curve, though single readings can be large; an effect the other way counts as inactive or inconclusive. A portion of the library (hit frequency here may not be typical).

Structure	EPAC1 antagonist	PLK1 PBD block	PI5P4K alpha inh	GLP1R ag	GLP1R inv ag	EPAC1 agonist	PTHR1 ag	GLP1R cytotox	IL-2 act
Cc1ccc(CNC(=O)CCn2cc(-c3ccc(C)cc3)nc2CCN)cc1	-11%	-3%	12	18%	-21%	10%	-2%	10%	-0.3
O=C(CSc1nc(-c2ccccc2)c(-c2ccccc2)[nH]1)Nc1nccs1	-21%	-6%	x	-10%	0%	u	-94%[inhibitor]	-4%	1.8
NC(=O)COc1ccc(/C=C2\C(=O)ON=C2c2ccccc2)cc1	4%	2.1µM*	u	-8%	-19%	15%	-15%	-12%	-5.9
COc1ccc(-c2cc(C(=O)N(C)CC(=O)Nc3cccc(F)c3)c3ccccc3n2)cc1OC	-10%	1%	-2	u	u	5%	i	-26%	-2.5
CCOc1ccc(NC(=O)COC(=O)C2CCC(=O)N2)c([N+](=O)[O-])c1 (configuration not stated)	7%	-9%	6	4%	15%	-2%	23%	14%	0.2
COc1ccccc1NC(=O)C1CCN(S(=O)(=O)c2ccc3c(c2)NC(=O)CO3)CC1	20%	-5%	-1	7%	21%	-1%	i	-14%	-2.8
c1ccc2c(-c3cncc4ccccc34)cncc2c1	7%	-3%	-73*	4%	2µM*	9%	i	-7%	0.1
COc1cc2c(cc1OC)CN(C(=O)C1(c3ccccc3)CC1)CC2	15%	-2%	-4	1%	27%	-1%	i	-4%	-0.7
Cc1nc([N+](=O)[O-])c(Br)n1CC(=O)c1ccc(Cl)cc1	-22%	u	2	-48%[inhibitor]	u	-5%	-30%	-18%	-4.3
O=S(=O)(NCCOc1cccc2cccnc12)c1ccc(F)cc1	3%	3%	x	1%	5%	6%	-27%	-12%	-1.9
COc1ccc(NC(=O)c2ccc([N+](=O)[O-])cc2[N+](=O)[O-])c(OC)c1	-11%	2%	6	-4%	20%	7%	i	-2%	0.8
NS(=O)(=O)c1ccc(CCNC(=O)C2CCCN(S(=O)(=O)c3cccnc3)C2)cc1 (configuration not stated)	-11%	-3%	6	-2%	1%	-2%	-14%	-7%	1.9
COCCC(=O)N1CCC(Oc2ccc(C(=O)N3C[C@@H]4CCC[C@H]3C4)cc2)CC1	-29%	-11%	4	0%	-6%	6%	-23%	2%	0.2
Cc1cccc(C)c1NC(=O)CSc1nc2c([nH]1)c(=O)n(C)c(=O)n2C	-1%	-6%	-4	4%	3%	8%	-19%	-3%	-0.9
CC(=O)N1CCC(N2CCN(c3ccccc3F)CC2)CC1	-6%	-10%	x	-4%	-3%	6%	-1%[57.5 µM]	9%	2.5
Cc1cccc(NC(=O)N2CCC(NC(=O)C3CCCCC3)CC2)c1	2%	0%	0	8%	-15%	9%	i	1%	1.0
CC1CC(C)CN(S(=O)(=O)c2ccc(C(=O)N3CC(C)OC(C)C3)cc2)C1 (configuration not stated)	4%	5%	-6	-9%	7%	4%	-14%	2%	-1.1
CCn1cc([N+](=O)[O-])c(C(=O)Nc2ccn(Cc3ccccc3)n2)n1	-13%	4%	17	0%	11%	-4%	i	-14%	0.2
O=C(NC(=S)Nc1ccc(S(=O)(=O)N2CCCCC2)cc1)c1ccccc1	-19%	-20%	3	-38%[inhibitor]	-15%	10%	-21%	15%	-0.2
C#CCN(C[C@@H]1[C@@H](OC(=O)NCc2ccc(OC)c(OC)c2)[C@@H](OC(=O)NCc2ccc(OC)c(OC)c2)Cn2c(=O)ccc(=O)n21)S(=O)(=O)c1ccc(C)cc1	0%	-10%	-4	-5%	-22%	-1%	-12%	-3%	-2.3
O=C(Nc1ccc(S(=O)(=O)Nc2nccs2)cc1)/C(=C/c1ccccc1Cl)NC(=O)c1ccccc1	-7%	u	-29	-7%	-4%	8%	i	2%	-0.4
NS(=O)(=O)c1ccc(CCN2C(=O)CCC2=O)cc1	6%	-1%	-2	3%	27%	0%	i	-3%	3.1
O=C(O)/C=C/C(=O)N1CCc2ccccc21	-3%	0%	0	-7%	11%	3%	i	9%	-0.7
O=C(/C=C/c1ccccc1Cl)NCCCn1ccnc1	-19%	5%	-3	2%	18%	-2%	i	1%	-1.2
COc1ccc(OC)c(NC2c3ncccc3C(=O)N2Cc2ccco2)c1 (configuration not stated)	-10%	-13%	x	14%	44%[activator]	4%	i	4%	-0.4
Cc1cc(N2CCN(C(=O)c3ccoc3)CC2)n2nc(-c3ccccc3)cc2n1	3%	-6%	8	-1%	6%	-14%	-23%	0%	-1.2
COc1ccc(CNC(=O)c2cc(C(C)=O)c[nH]2)cc1	-15%	-19%	0	9%	17%	3%	-9%	-16%	-0.6
Cc1ccc(-c2nc(=O)[nH]c3ccccc23)cc1	-19%	-13%	-12	11%	8%	1%	i	-6%	-6.9
O=C(OCC(=O)N1CCC(Cc2ccccc2)CC1)c1ccccc1NCCO	-8%	-7%	-2	9%	u	12%	i	3%	0.7
Cc1ccc(C(C)C)c2oc(=O)cc(-c3ccc(-c4ccc(C(F)(F)F)cc4)cc3)c12	-5%	-7%	0	8%	-7%	13%	i	0%	0.1
O=C(O)C1Cc2ccccc2CN1C(=O)CSc1nnc2ccccn12 (configuration not stated)	2%	-17%	-3	1%	1%	8%	i	2%	5.4
Cc1cccc(C(=O)OCC(=O)N2CCCC2=O)c1O	3%	5%	2	-5%	6%	2%	-4%	-5%	0.0
O=C(NC12CCC(O)C(SC1)/C2=N/O)c1ccccc1 (configuration not stated)	9%	-1%	1	-6%	3%	9%	-5%[57.5 µM]	4%	-1.4
CC1CN(C(=O)CCC(=O)N2CCN(c3ccccn3)CC2)c2ccccc2O1 (configuration not stated)	-4%	-8%	1	11%	3%	7%	-33%[inhibitor]	-2%	-1.6
Cc1ccc(CCC(=O)Nc2ncc(Cc3cccc(Cl)c3Cl)s2)o1	-18%	-3%	2	3%	-56%	3%	i	-44%	-0.3
O=C(CSc1nc2ccccc2s1)N1c2ccccc2Sc2ccc(C(F)(F)F)cc21	-12%	-4%	5	-4%	5µM*	15%	i	3%	-2.2
COc1ccc(Cc2nnc(Nc3ccc(Cl)cc3)[nH]c2=O)cc1	1%	-3%	-15	-1%	-11%	2%	i	3%	0.4
CCN(CC)C(=O)N1c2ccccc2Sc2ccccc21	-12%	-4%	10	3%	u	0%	-77%[inhibitor]	8%	-0.5
N#Cc1c(Nc2ccc(Cl)cc2)s[nH]c1=O	23%	u	u	-1%	7%	-19%	-9%	-15%	-3.7
O=C1COc2ccc(S(=O)(=O)N3CCN(c4cccc(Cl)c4)CC3)cc2N1	-15%	-5%	6	-1%	6%	-5%	i	13%	1.7
COC(=O)c1cc(OC)nc2c1c(=O)n(C)c(=O)n2C	11%	-10%	-4	20%	6%	4%	-24%	-3%	-0.2
CCN(CC)CCNC(=O)C(Oc1ccccc1)Oc1ccccc1	10%	3%	2	5%	u	4%	i	-10%	2.8
COc1cc(/C=N/NC(=O)c2ccc(Cl)cc2)ccc1OCC(=O)N1CC(C)OC(C)C1 (configuration not stated)	-3%	-13%	-8	7%	-7%	-4%	-17%	15%	-0.6
CCc1nc2ccc(C(=O)NCc3ccccc3OC)cn2c1N(CCC(C)C)CCN(C)C	-2%	-11%	-8	9%	u	-4%	-23%	-12%	-0.6
COc1ccc(/C=C/C(=O)NC(CCSC)C(=O)O)cc1 (configuration not stated)	-3%	0%	-5	1%	5%	0%	i	7%	-0.4
CC1Cc2cc(/C(O)=C3/C(=O)C(=O)N(Cc4cccnc4)C3c3cccc(O)c3)ccc2O1 (configuration not stated)	9%	1%	7	-2%	15%	-7%	-15%	-5%	0.3
O=C(CN1C2=NCCCN2c2ccccc21)c1cccs1	-21%	-5%	1	-4%	u	1%	-18%	13%	-0.7
CC(=O)Nc1ccc(N2C(C(C)=O)=NN(c3ccccc3)C2c2cccs2)cc1 (configuration not stated)	-6%	4%	x	3%	23%	9%	i	-5%	0.6
NC(=O)C1(N2CCCCC2)CCN(C(=O)c2cccs2)CC1	1%	-7%	0	-1%	14%	-6%	i	5%	0.0
CCn1cc(/C=C/C(=O)Nc2c(C)nn(Cc3ccccc3)c2C)cn1	-12%	-9%	1	15%	94%[activator]	4%	-7%	-6%	-1.9
O=C(Nc1cccnc1Cl)c1cc(-c2ccc(Br)cc2)on1	-1%	-13%	2	-1%	5%	-3%	1%	0%	-4.1
CCOC(=O)C1CCN(c2c(N3CCCC(C(=O)OCC)C3)c(=O)c2=O)CC1 (configuration not stated)	-7%	-5%	-2	5%	-19%	5%	i	2%	-3.2
CN(C)c1ccc(NC(=O)N2CCOCC2)cc1	-6%	-6%	-12	-7%	0%	1%	-7%[57.5 µM]	-4%	-2.2
COc1cccc(/C=C2\SC(N)=NC2=O)c1OS(=O)(=O)c1ccccc1	3%	-6%	-3	8%	18%	4%	-11%	-2%	0.1
O=C(NC1CCCCCC1)c1ccc[nH]c1=S	-5%	-7%	u	-2%	14%[0.307 µM]	-1%	-18%	4%[0.307 µM]	-0.9
Cc1cc(O)ccc1C1(c2ccc(O)cc2C)OC(=O)c2ccccc21	-6%	-5%	6	-1%	u	25%	-5%	-9%	1.2
Cc1ccc(C)c(S(=O)(=O)NCc2ccc(C(=O)NCc3ccco3)cc2)c1	-13%	u	-2	0%	-3%	-3%	i	-12%	0.0
O=C(CCCSc1ccc(Cl)cc1)Nc1ccccc1O	0%	-3%	15	7%	u	21%	-8%	-16%	-0.6

Screening results: PubChem, National Center for Advancing Translational Sciences (NCATS)
